Screens from PubChem.
HSF1 inh – HSF1 inhibition | NIH3T3-HGL HSE-luciferase, MG132-induced, luminescence 8 h; hits give low values | activity change, negative = inhibition, % at 7.5 µM (by protocol) | 0.77% of 300,000 active;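 active = more than half of replicate wells show activity change below -50%, luminescence cut by over half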;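 also: luciferase reports HSF-1 transcriptional activity via heat shock element; 0% = median of DMSO wells and -100% = zero luminescence signal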
HSF1 activator – increases HSF-1 driven luciferase reporter signal. 1.7% of 300,000 active. NIH3T3-HGL HSF-1 luciferase reporter, MG132, 8 h; 100% = twice DMSO control signal. activation, % at 9 µM;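 active = mean replicate activation of at least 50% with a set share of replicates each reaching 50%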;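 also: 0% = median of the neutral control wells and 100% = twice that signal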
IEC-6 cytotox – IEC-6 cytotoxicity, counter-screen for KLF5 inhibitors. inhibition, % at 5 µM. AID 1825. 0.78% of 290,000 active. luminescence viability; in the data active = inhibition above about 22%;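 also: 0% = plate median of test compound wells and 100% = cytotoxic reference compound wells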
AI-2 QS modul – Vibrio harveyi AI-2 quorum sensing modulation. Vibrio harveyi JMH597 AI-2 luminescence/OD600 ratio, 9 h; hits give low values; strain lacks LuxN and CqsS sensors; 0 = neutral-control median. activity change, % at 7.5 µM. 0.4% of 300,000 active; in the data active = activity change below about -75%, passing the limit was not always enough;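 also: luminescence divided by OD600 gain over 9 h not by final OD600 alone; inactives centre near 13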
GSK3beta inhib – human GSK3beta kinase inhibition; 0.038% of 300,000 active; P49841; AID 2097; activity score (negative = inhibition), % at 10 µM; GST-GSK3beta kinase, ADP-Glo luminescence, 60 min; hits give low values;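 active = more than half of replicate wells score below -50%, meaning over 50% inhibition versus plate controls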;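 also: 0% = median DMSO wells and -100% = median GW8510 positive control wells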
Target sequence (P49841 whole entry, looked up): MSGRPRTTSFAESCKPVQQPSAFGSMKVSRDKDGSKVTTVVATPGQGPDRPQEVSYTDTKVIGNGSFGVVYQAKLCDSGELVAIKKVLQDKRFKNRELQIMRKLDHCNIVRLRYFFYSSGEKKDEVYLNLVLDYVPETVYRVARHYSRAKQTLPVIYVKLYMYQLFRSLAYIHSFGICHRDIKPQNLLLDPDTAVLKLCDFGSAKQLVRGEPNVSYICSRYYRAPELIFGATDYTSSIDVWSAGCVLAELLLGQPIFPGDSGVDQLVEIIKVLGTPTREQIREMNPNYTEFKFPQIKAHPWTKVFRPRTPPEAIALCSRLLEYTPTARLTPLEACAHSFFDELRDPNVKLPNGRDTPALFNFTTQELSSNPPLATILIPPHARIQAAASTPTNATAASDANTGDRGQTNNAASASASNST
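Assay system: GST-tagged human GSK3beta kinase, cell-free; Input: 1.6 ng GSK3beta; Medium: Tris/MgCl2 kinase buffer; Timing: 60 min enzyme reaction, room temperature; Signal: ADP-Glo luminescence quantifying ADP generated by kinase; Evaluation: score relative to plate controls; Benchmarks: DMSO neutral wells and GW8510 at 20 µM as positive.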
HSP90 refold inh – HSP90 refolding inhibition in rabbit reticulocyte lysate; luciferase refolding luminescence, 3 h; inhibition, % at 5.6 µM; 0.91% of 290,000 active;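 active = inhibition above the screen-wide mean plus 3 SD, computed separately per campaign, cut at about 16% in these data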;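 also: 0% = DMSO wells and 100% = 60 µM geldanamycin wells; inhibitors lower the luminescence because luciferase stays unfolded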
GSK3 alpha inh – blocks human GSK-3 alpha kinase. P49840. ADP-Glo luminescence, 60 min. inhibition, % at 10 µM. 0.1% of 320,000 active. AID 2650;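 in the data active = inhibition above about 50%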;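 also: GST-tagged GSK-3 alpha with peptide substrate and 25 µM ATP; 0% = DMSO neutral wells and 100% = GW8510 positive control wells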
Target sequence (P49840 whole entry, looked up): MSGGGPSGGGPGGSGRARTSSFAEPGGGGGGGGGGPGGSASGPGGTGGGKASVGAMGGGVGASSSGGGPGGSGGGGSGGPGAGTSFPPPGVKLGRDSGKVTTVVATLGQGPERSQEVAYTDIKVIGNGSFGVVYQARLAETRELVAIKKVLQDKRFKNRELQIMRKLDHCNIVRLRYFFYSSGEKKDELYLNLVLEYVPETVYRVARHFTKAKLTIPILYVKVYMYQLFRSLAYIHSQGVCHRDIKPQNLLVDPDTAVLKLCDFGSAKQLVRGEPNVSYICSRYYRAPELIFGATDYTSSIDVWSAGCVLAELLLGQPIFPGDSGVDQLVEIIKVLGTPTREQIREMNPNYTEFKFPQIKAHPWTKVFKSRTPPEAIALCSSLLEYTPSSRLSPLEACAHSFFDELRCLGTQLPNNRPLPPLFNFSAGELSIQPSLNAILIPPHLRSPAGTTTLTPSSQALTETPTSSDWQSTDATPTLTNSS
aSyn 5UTR inh – MLPCN primary screen, SNCA 5' untranslated region; alpha-synuclein 5'UTR reporter, inhibitor activity; AID 1813; inhibition, % (tested at 7.5 µM); 0.82% of 300,000 active; in the data active = inhibition above about 60%;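 also: H4 neuroglioblastoma cells stably carrying SNCA 5'UTR luciferase fusion; 0% = DMSO wells and 100% = positive control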
KLF5 inh – suppresses KLF5 promoter-driven expression | AID 1700 | 0.23% of 290,000 active | DLD-1 KLF5 promoter-luciferase reporter, luminescence | inhibition, % at 5 µM;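 active = inhibition above a per-plate limit of that plate's mean compound inhibition plus 3 SD, cut at about 60% in these data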;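 also: 0% = DMSO wells and 100% = LY294002 at 200 µM; higher means less KLF5 promoter-driven luciferase light; inactives centre near -14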
PolyA inh – yeast polyadenylation inhibition; S. cerevisiae SKY197-pL101 polyadenylation reporter, beta-gal luminescence; efflux-impaired pdr1/pdr3 knockout yeast; score 100 = 6 SD above DMSO; calls only at 12 µM; 0.02% of 300,000 active; AID 1875;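 active = lowest replicate activity score at least 50, where 100 means six control SD above control mean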;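 also: yeast exposed to compound for 9 h at 30 °C; higher score means more reporter readthrough which indicates perturbed polyadenylation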
The depositor's hits bear a star; i = inactive; nt = not tested or not shown.

Molecule	AI-2 QS modul	GSK3beta inhib	PolyA inh	GSK3 alpha inh	HSF1 activator	HSP90 refold inh	IEC-6 cytotox	HSF1 inh	KLF5 inh	aSyn 5UTR inh
CCCNS(=O)(=O)c1ccc2c(c1)CCCN2C(C)=O	27	3	i	-2	5	-1	0	4	11	-8
COCCNC(=O)C(c1ccc(C)o1)N(Cc1ccc(F)cc1)C(=O)Cn1nnc2ccccc21 (centres undefined)	21	-1	i	0	9	4	0	3	-40	-3
O=C(c1c(F)cccc1F)N1CCC(O)(c2ccc(F)cc2)CC1	-2	0	i	3	-41	-3	-7	-30	-26	2
CN(C(=O)CCN1CCCO1)C1CCCN(Cc2ccccc2F)C1 (centres undefined)	24	2	i	-1	10	-7	4	-7	-8	4
O=C1CC(c2ccco2)Sc2nc3ccccc3n21 (centres undefined)	-9	-5	i	0	5	-5	0	2	-20	-29
O=C(CSc1nc2ccccc2c(=O)[nH]1)Nc1ccc(Br)cc1	2	2	i	3	9	5	4	-1	-49	9
O=c1c2cccnc2[nH]c(=S)n1CCCN1CCN(c2ccccc2F)CC1	6	-2	i	-2	8	6	5	5	-25	32
COc1ccc(OC)c(-c2oc3ccccc3c(=O)c2O)c1	13	1	i	-1	3	0	-4	-3	-20	3
CCOC(=O)C(c1ccccc1)C(Nc1ccc(Cl)c(Cl)c1)c1ccccn1 (centres undefined)	1	3	i	0	37	-1	-4	7	-30	15
Cc1ccc(-c2[nH]c3cc(C(N)=O)ccc3c(=O)c2O)cc1	9	-1	i	4	-25	nt	nt	-14	nt	-21
CCOc1ccc(N(CC(=O)NCc2cccc(OC)c2)S(=O)(=O)c2c(C)noc2C)cc1	6	1	i	-2	16	1	0	7	-6	23
O=C(Nc1nc(-c2ccco2)c(-c2ccco2)s1)c1cnccn1	13	2	i	1	1	nt	nt	6	nt	17
Cc1ccc(N2CC(C(=O)N/N=C/c3sccc3C)CC2=O)cc1 (centres undefined)	26	-2	i	-1	0	-1	-2	8	-7	23
CC(=O)c1cccc(N(C(=O)CNC(=O)c2ccco2)C(C(=O)NC2CCCC2)c2ccc(C)o2)c1 (centres undefined)	23	2	i	-4	-12	-1	0	-9	5	1
Cc1cccc(N(Cc2ccccc2)C(=O)c2cccc(S(=O)(=O)N3CC(C)OC(C)C3)c2)c1 (centres undefined)	12	-2	i	-1	2	nt	nt	5	nt	-11
COc1cccc(C(=O)NNC(=O)C2CCCO2)c1 (centres undefined)	2	-2	i	-1	-13	2	0	6	-9	-6
CCc1cccc(OCCCCNCCO)c1	14	3	i	0	-2	1	-7	1	-1	-4
Cc1cccc2cc(COC(=O)c3cccs3)c(=O)[nH]c12	20	2	i	-3	-15	-3	-5	2	25	0
CCCCn1c(-c2cc(Cl)ccc2OC)n[nH]c1=S	4	1	nt	8	-10	-2	-10	-2	-5	19
CCCCNS(=O)(=O)c1cc2c3c(c1)CCN3C(=O)CC2	35	-1	i	-11	-10	6	-8	0	-10	15
O=c1cc(CO)occ1OCc1cccc(F)c1	33	1	i	-2	-1	2	7	0	2	-16
CCCC(C)NC(=O)/C=C/c1cccc([N+](=O)[O-])c1 (centres undefined)	0	-1	nt	-1	34	-1	-3	0	-67	-32
CC(C)Oc1ccccc1C1Nc2ccccc2C(=O)N1c1ccc2c(c1)OCCO2 (centres undefined)	3	4	i	nt	7	14	1	1	-31	68*
O=S(=O)(c1cccc(Cn2nnc(-c3ccc(F)cc3)n2)c1)N1CCOCC1	19	2	i	0	39	-5	1	31	-13	4
C#CCNC(=O)C1=C[C@H](C2CCCCC2)C[C@H](OCc2ccc(CO)cc2)O1	5	2	i	-3	-8	8	-1	12	-23	-13
C/C(=N/O)c1c(O)c(C)c(-c2ccccc2)n(-c2ccccc2)c1=O	18	2	i	-6	-6	1	-3	1	19	-5
Cc1cc(Cl)ccc1NC(=O)CN1CCC(C(O)(c2ccccc2)c2ccccc2)CC1	15	-1	i	-1	9	2	5	7	-23	22
O=C(CNC(=O)c1cccc(F)c1)N/N=C/c1ccc(O)c([N+](=O)[O-])c1	35	3	i	-1	-34	2	-4	-17	3	2
O=C(CCCSc1nc2ccccc2[nH]1)NC(c1ccccc1)c1ccccc1	36	0	i	1	11	-2	-9	7	0	-10
CCOC(=O)N1CCC(N2Cc3cccc(C(=O)Nc4ccc(CC)cc4)c3C2=O)CC1	36	2	i	-2	19	0	4	17	2	-14
CCCCNC(=O)CN1C(=O)NC2NC(=O)NC21 (centres undefined)	6	1	i	-3	2	1	-4	-4	-12	9
CC(OC(=O)c1snc(C(=O)NC2CCCCC2)c1N)C(=O)NC(C)(C)C (centres undefined)	3	-1	i	-1	-6	1	2	-9	-19	-11
CC(C)CC(CO)N1CCN(C(=O)c2cccc(Cl)c2)CCC1=O (centres undefined)	0	2	i	-1	5	nt	nt	-4	nt	21
COc1cc(OC)cc(C(=O)Nc2ccc(NC(=O)c3ccco3)c(C)c2)c1	15	-1	i	4	34	0	11	20	-43	-123
O=C(O)c1cccc(S(=O)(=O)NCCC(c2ccccc2)c2ccccc2)c1	6	2	i	0	-8	-2	-9	-6	-26	15
Cc1nc(SCC(=O)Nc2cc(C)on2)c2c(=O)n(C)c(=O)n(C)c2n1	23	2	i	-2	-10	-2	-3	-5	-10	12
Cc1ccc(NC(=O)c2ccc(OCC3CCCO3)cc2)cc1 (centres undefined)	17	-2	i	3	nt	-3	2	nt	-108	-123
CC(=NCCc1ccccc1)C1=C(O)CSC1=O	17	2	i	1	-83	-4	-4	-79*	-12	-11
Cc1cc(C(F)(F)F)nn1CC(=O)Nc1cccnc1	17	-1	i	-4	6	-2	4	5	-19	5
CC(OC(=O)C1=COCCO1)C(=O)Nc1ccc(Oc2ccccc2)cc1 (centres undefined)	0	-9	i	1	-21	3	-4	8	-5	7
CC(=O)COc1ccccc1OC(=O)c1ccco1	14	-3	i	-4	-62	-2	2	-51*	-23	-5
N#Cc1ccc(-n2nnc3ccccc3c2=O)c([N+](=O)[O-])c1	5	3	i	-3	-9	nt	nt	2	nt	15
COC/C=C/C1=CC2=CC(=O)C(C)(OC(=O)c3cnc4ccccc4n3)C(=O)C2=CN1CC1CC1 (centres undefined)	40	1	i	1	19	nt	nt	-5	nt	-21
NNC(=O)c1nnn(-c2nonc2N)c1CN1CCc2ccccc2C1	36	0	i	1	5	-2	3	5	-9	17
O=C(CN1CCOCC1)Nc1nc(-c2ccc3c(c2)CCN3S(=O)(=O)c2ccccc2)cs1	8	-4	i	0	7	-1	3	2	-7	-32
CC1CCCC(NCC(O)COC(c2ccc(F)cc2)c2ccc(F)cc2)C1C (centres undefined)	27	2	i	1	9	8	5	7	-14	33
C[C@H]1CCC(=O)N([C@H](CN=[N+]=[N-])Cc2ccccc2)CC1	16	5	i	0	0	-1	3	-3	-32	3
Cc1cc(SCC(=O)OCC(=O)N(CCC#N)c2ccccc2)nc2ccccc12	15	4	nt	3	-6	nt	nt	3	nt	7
CC(Oc1cccc(Cl)c1)C(=O)Nc1ccc(S(=O)(=O)NC2=NCCCCC2)cc1 (centres undefined)	4	2	i	-2	-2	nt	nt	4	nt	-2
Cc1ccc(C(=O)Nc2ccon2)cc1S(=O)(=O)N1CCCC1	12	-3	i	-1	0	6	3	-6	-9	-22
O=C(O)c1ccccc1NCCO	7	2	i	-3	1	3	6	3	-17	10
Cc1cccc(OCc2nnc(SCC(=O)N3CCN(C(=O)c4ccco4)CC3)n2C)c1C	6	-1	i	-2	4	0	2	-3	-11	18
CC1=CCC2C(=O)N(c3ccc(C(=O)N4CCCCCC4)cc3)C(=O)C2C1 (centres undefined)	8	3	i	0	-4	-2	-2	1	-7	-21
CCN(CC(=O)Nc1ccc(NC(C)=O)cc1)Cc1c(O)ccc2cc(Br)ccc12	nt	nt	i	2	127*	0	2	101	-27	-9
CCn1c(O)c(C=Nc2ccccc2)n(-c2ccccc2)c1=S	6	3	i	0	-13	-5	0	-3	-15	-54
CCCC(=O)Nc1ccc(C(=O)N/N=C/c2cccnc2)cc1	6	-2	i	-4	38	1	-6	10	-22	-3
Cc1ccc(NC(=O)NNC(=O)c2ccc3c(c2)NC(=O)C(C)(C)O3)cc1	15	0	i	0	-25	2	0	-19	-4	-3
COc1ccc(CCNc2c(C=O)c(=O)[nH]c3ccccc23)cc1OC	30	-27	i	8	24	0	1	4	-35	-2

Entries of single compounds, quoted from the list:
Entry for Cc1ccc(NC(=O)NNC(=O)c2ccc3c(c2)NC(=O)C(C)(C)O3)cc1 : AI-2 QS modul = 15; GSK3beta inhib = 0; PolyA inh = i; GSK3 alpha inh = 0; HSF1 activator = -25; HSP90 refold inh = 2; IEC-6 cytotox = 0; HSF1 inh = -19; KLF5 inh = -4; aSyn 5UTR inh = -3
Entry for CC(Oc1cccc(Cl)c1)C(=O)Nc1ccc(S(=O)(=O)NC2=NCCCCC2)cc1 (centres undefined) : AI-2 QS modul = 4; GSK3beta inhib = 2; PolyA inh = i; GSK3 alpha inh = -2; HSF1 activator = -2; HSP90 refold inh = nt; IEC-6 cytotox = nt; HSF1 inh = 4; KLF5 inh = nt; aSyn 5UTR inh = -2
Entry for Cc1ccc(C(=O)Nc2ccon2)cc1S(=O)(=O)N1CCCC1 : AI-2 QS modul = 12; GSK3beta inhib = -3; PolyA inh = i; GSK3 alpha inh = -1; HSF1 activator = 0; HSP90 refold inh = 6; IEC-6 cytotox = 3; HSF1 inh = -6; KLF5 inh = -9; aSyn 5UTR inh = -22

Among those listed so far, these contain an aryl methoxy group.
Molecule	AI-2 QS modul	GSK3beta inhib	PolyA inh	GSK3 alpha inh	HSF1 activator	HSP90 refold inh	IEC-6 cytotox	HSF1 inh	KLF5 inh	aSyn 5UTR inh
COc1ccc(OC)c(-c2oc3ccccc3c(=O)c2O)c1	13	1	i	-1	3	0	-4	-3	-20	3
CCOc1ccc(N(CC(=O)NCc2cccc(OC)c2)S(=O)(=O)c2c(C)noc2C)cc1	6	1	i	-2	16	1	0	7	-6	23
COc1cccc(C(=O)NNC(=O)C2CCCO2)c1 (centres undefined)	2	-2	i	-1	-13	2	0	6	-9	-6
CCCCn1c(-c2cc(Cl)ccc2OC)n[nH]c1=S	4	1	nt	8	-10	-2	-10	-2	-5	19
COc1cc(OC)cc(C(=O)Nc2ccc(NC(=O)c3ccco3)c(C)c2)c1	15	-1	i	4	34	0	11	20	-43	-123
COc1ccc(CCNc2c(C=O)c(=O)[nH]c3ccccc23)cc1OC	30	-27	i	8	24	0	1	4	-35	-2

Not all compounds are listed; count on the stated rates, not on these rows.
